TEAD-YAP block – TEAD-YAP interaction inhibition | HEK-TIYL cells, TEAD-Gal4/YAP UAS-luciferase luminescence | inhibition, % at 9.12 µM | 640,000 compounds, 1.4% hits; in the data active = inhibition above about 32%;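 note: 0% = median of test compound wells and 100% = reference inhibitor wells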
GPR151 activ – human GPR151 activation | Q8TDV0 | PathHunter beta-arrestin GPR151 cells, luminescence | activation, % at 11.2 µM | 650,000 compounds, 1% hits | AID 1508602; in the data active = activation above about 4.9%;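 note: 0% = median of compound wells and 100% = cells with positive control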
Target sequence (Q8TDV0 whole entry, looked up): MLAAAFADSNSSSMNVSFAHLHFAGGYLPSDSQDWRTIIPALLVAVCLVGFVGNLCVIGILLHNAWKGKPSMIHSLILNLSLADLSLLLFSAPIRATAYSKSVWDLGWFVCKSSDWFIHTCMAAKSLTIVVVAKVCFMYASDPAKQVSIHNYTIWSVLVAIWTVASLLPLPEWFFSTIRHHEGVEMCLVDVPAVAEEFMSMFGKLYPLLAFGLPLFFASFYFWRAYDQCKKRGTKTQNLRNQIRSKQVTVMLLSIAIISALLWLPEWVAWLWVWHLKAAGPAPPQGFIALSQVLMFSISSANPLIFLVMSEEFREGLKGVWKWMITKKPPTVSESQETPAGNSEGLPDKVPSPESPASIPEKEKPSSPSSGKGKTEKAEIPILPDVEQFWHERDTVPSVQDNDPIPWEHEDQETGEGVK
MITF primary – blocks human microphthalmia-associated transcription factor; O75030; AlphaScreen MITF homodimerization, bead proximity signal; inhibition, % at 2.6 µM; 650,000 compounds, 0.91% hits; AID 1259374; in the data active = inhibition above about 50%;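 note: 0% = vehicle wells with protein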
FBW7 activator – activators of human E3 ligase FBW7; 650,000 compounds, 0.13% hits; AlphaScreen FBW7–phospho-cyclin E peptide binding, activator screen; Q969H0; normalized activity (activation), % at 26.1 µM; in the data active = normalized activity above about 1.9%;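 note: purified mutant Fbw7 with reduced substrate affinity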
Target sequence (Q969H0 whole entry, looked up): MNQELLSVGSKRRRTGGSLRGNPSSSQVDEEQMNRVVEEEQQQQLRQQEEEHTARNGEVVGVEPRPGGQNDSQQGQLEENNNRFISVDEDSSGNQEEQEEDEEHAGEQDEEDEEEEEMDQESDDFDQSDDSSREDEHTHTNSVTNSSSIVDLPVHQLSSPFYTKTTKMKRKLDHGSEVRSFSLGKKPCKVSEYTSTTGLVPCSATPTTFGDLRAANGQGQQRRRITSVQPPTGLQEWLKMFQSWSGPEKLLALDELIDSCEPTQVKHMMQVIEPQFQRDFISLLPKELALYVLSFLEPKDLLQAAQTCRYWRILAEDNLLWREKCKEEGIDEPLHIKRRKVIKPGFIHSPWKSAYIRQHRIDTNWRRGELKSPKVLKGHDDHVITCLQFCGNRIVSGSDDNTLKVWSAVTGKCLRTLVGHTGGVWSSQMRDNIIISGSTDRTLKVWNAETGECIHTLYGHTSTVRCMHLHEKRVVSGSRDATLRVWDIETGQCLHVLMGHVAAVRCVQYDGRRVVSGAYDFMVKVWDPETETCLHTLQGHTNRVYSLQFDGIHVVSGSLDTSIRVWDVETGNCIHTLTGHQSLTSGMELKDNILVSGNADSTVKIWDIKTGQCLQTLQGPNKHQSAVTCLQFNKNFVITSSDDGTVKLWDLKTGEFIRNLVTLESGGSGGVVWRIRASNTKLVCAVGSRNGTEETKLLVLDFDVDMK
Numbers without * were called inactive.

SMILES	TEAD-YAP block	GPR151 activ	MITF primary	FBW7 activator
N[C@H](Cc1cccc(C(F)(F)F)c1)c1nc2ccc(-c3ccncc3)cc2[nH]1	-4	-0.7	22	-0.3
CCCNC(=O)C1CCCN(S(=O)(=O)c2ccc(Br)cc2)C1 (stereo unspecified)	-3	1.0	-14	0.0
COc1ccccc1/C=C(\NC(=O)c1ccc(OC)c(OC)c1)C(=O)Nc1ccc(C)cc1	5	-1.7	-2	-0.1
COc1cccc(-c2nc3sc4c(c3c(=O)n2Cc2ccccc2Cl)CCCC4)c1	5	-0.7	-5	0.1
O=C(/C=C/c1ccccc1)Nc1ccc(Cc2ccc(NC(=O)/C=C/c3ccccc3)c(C(=O)O)c2)cc1C(=O)O	-7	0.2	-5	0.0
O=C(Nc1ccccn1)C12CC3CC(CC(C3)C1)C2	1	1.6	4	-0.2
CCCCC(=O)Nc1ccccc1C(F)(F)F	4	0.0	7	0.6
C[C@@H]1C[C@@H](C(=O)N2CCOc3ccc(CN4CCOCC4)cc3C2)NC(=S)N1	-21	1.1	10	0.0
CCc1ccc(NC(=O)CSc2nc3[nH]ncc3c(=O)[nH]2)cc1	10	0.0	12	0.2
Cc1ccc(NC(=O)CC2(C(=O)O)CCCC2)cc1C	-1	-0.7	8	0.0
COc1cc(OC)c(C(=O)NCC(C)(C)CN(C)C)cc1OC	2	1.3	3	0.1
CC1CC(C)CN(S(=O)(=O)c2ccc(F)c(C(=O)Nc3ccc(Br)cc3F)c2)C1 (stereo unspecified)	7	-1.5	11	0.0
O=S(=O)(NCc1cn2ccsc2n1)c1ccc2ccccc2c1	4	3.3	16	-0.1
COc1ccc(CC(=O)NNC(=O)COc2cccc(C(F)(F)F)c2)cc1	5	0.2	2	0.2
CN(CCCc1nc2ccccc2[nH]1)Cc1cccc(C#N)c1	-5	-2.7	0	-0.2
O=C(Nc1cccc(Cl)c1)c1cnn2c(C(F)(F)F)cc(-c3ccco3)nc12	-4	-0.4	-11	0.2
Clc1ccc(CCNc2ncnc3c2c(-c2ccccc2)cn3-c2ccccc2)cc1	-3	0.0	10	0.0
Cc1ccc(-c2nnc(SCC(=O)n3c4c(c5ccccc53)CCCC4)o2)cc1	6	-0.6	6	0.0
O=C(COC(=O)c1cc(=O)[nH]c(=O)[nH]1)Nc1cccc(C(F)(F)F)c1	1	-1.6	12	0.6
CCCOC(=O)c1ccc(NC(=O)c2ccc(-c3ccccc3)cc2)cc1	-2	0.7	-5	-0.1

Compound profiles, from the list above.
Results for `CCc1ccc(NC(=O)CSc2nc3[nH]ncc3c(=O)[nH]2)cc1` → TEAD-YAP block: 10; GPR151 activ: 0.0; MITF primary: 12; FBW7 activator: 0.2
Results for `O=S(=O)(NCc1cn2ccsc2n1)c1ccc2ccccc2c1` → TEAD-YAP block: 4; GPR151 activ: 3.3; MITF primary: 16; FBW7 activator: -0.1
Results for `CN(CCCc1nc2ccccc2[nH]1)Cc1cccc(C#N)c1` → TEAD-YAP block: -5; GPR151 activ: -2.7; MITF primary: 0; FBW7 activator: -0.2

(cont.)
SMILES	TEAD-YAP block	GPR151 activ	MITF primary	FBW7 activator
Cc1ccc(NC(=O)CSc2ccc3nnc(-c4ccncc4)n3n2)cc1Cl	7	-0.7	-5	-0.1
O=C(NCCOc1ccccc1)c1ccc2nc(N3CCC(N4CCOCC4)CC3)sc2c1	-44	-0.3	4	-0.1
NC(=O)NC(CC(=O)NCc1ccccc1)c1cccc(Oc2ccccc2)c1 (stereo unspecified)	-4	-0.4	-5	-0.1
CC1(CCC(=O)N2CCCC2c2nc3ccccc3s2)CCC(=O)N1 (stereo unspecified)	2	-1.1	8	0.6
O=C(O)c1ccc(Nc2ccc(F)c(Cl)c2)c([N+](=O)[O-])c1	18	0.8	3	0.2
O=C(CN1N=NC2C(=O)N(c3ccc(F)cc3)C(=O)C21)Nc1cccc(Cl)c1 (stereo unspecified)	16	0.9	3	-0.2
Cc1nn(C(=O)C23CC4CC(CC(C4)C2)C3)c(-c2ccccc2)c1Sc1ccccc1	-22	2.0	6	-0.6
CCOC(=O)COc1cc(Br)c(C=O)cc1OCC	-3	-1.2	14	0.2
O=C(c1cc2nc(-c3cccs3)cc(C(F)(F)F)n2n1)N1CCN(c2ccccc2Cl)CC1	-10	-1.9	3	0.2
COc1ccc(NS(=O)(=O)c2cc(Cl)ccc2Cl)cc1	30	3.0	-12	0.1
CCNc1cc(NCCNC(=O)Nc2ccc(OC)cc2OC)nc(C)n1	1	0.0	-1	-0.3
COCc1cc(CN2CCN3C(=O)[C@H]([C@@H](C)O)NC(=O)[C@H]3C2)ccc1OC	-9	-0.2	-4	-0.2
CCc1ccc2nc(N(CC3CCCO3)C(=O)C3CCCCN3S(C)(=O)=O)sc2c1 (stereo unspecified)	-48	-0.3	-16	-0.3
C=CCOc1ccc(/C=N/NC(=O)COc2ccc(OC)cc2Br)cc1	-6	0.6	-9	-0.1
COc1cccc(CN2C(=O)C3C(C(=O)Nc4ccc(Cl)cc4)C4C=CC3(O4)C2C(=O)NC2CCCC(C)C2C)c1 (stereo unspecified)	-2	-0.9	-11	-0.1
O=C(NCCc1ccccc1)c1ccc(OC2CCN(C(=O)c3ccco3)CC2)cc1	83*	-0.8	-13	0.0
COc1cccc(C(=O)Nc2sc3c(c2C(N)=O)CCC(C)C3)c1 (stereo unspecified)	-25	-0.3	15	-0.1
CC1CC(C)CN(C(=O)CCCn2c(=S)[nH]c3ccccc3c2=O)C1 (stereo unspecified)	-1	0.5	-1	-0.1
O=C(CSc1nnc(Cc2cc(=O)[nH]c(=O)[nH]2)n1-c1ccccc1)N1CCOCC1	-1	1.9	7	-0.1
O=c1c2ccccc2nc(-c2ccc(Br)cc2)n1NCc1ccccc1F	-9	-1.2	21	0.3

Given comma-delimited: 5 of the compounds above
compound,TEAD-YAP block,GPR151 activ,MITF primary,FBW7 activator
CC1CC(C)CN(C(=O)CCCn2c(=S)[nH]c3ccccc3c2=O)C1 (stereo unspecified),-1,0.5,-1,-0.1
O=C(CSc1nnc(Cc2cc(=O)[nH]c(=O)[nH]2)n1-c1ccccc1)N1CCOCC1,-1,1.9,7,-0.1
O=C(NCCOc1ccccc1)c1ccc2nc(N3CCC(N4CCOCC4)CC3)sc2c1,-44,-0.3,4,-0.1
CCc1ccc2nc(N(CC3CCCO3)C(=O)C3CCCCN3S(C)(=O)=O)sc2c1 (stereo unspecified),-48,-0.3,-16,-0.3
O=C(O)c1ccc(Nc2ccc(F)c(Cl)c2)c([N+](=O)[O-])c1,18,0.8,3,0.2

(listing goes on)
SMILES	TEAD-YAP block	GPR151 activ	MITF primary	FBW7 activator
CCOC(=O)c1cc(NC(=O)Cn2c(C)c(C=O)c3ccccc32)ccc1Cl	15	0.0	-3	-0.1
COc1ccc(/C=C/C(=O)c2ccc(F)cc2)cc1[N+](=O)[O-]	0	0.9	3	-0.1
Cc1[nH]c2ccccc2c1/C=N/N1C(=O)c2ccccc2C1=O	6	-0.1	9	0.5
Cc1cccc(C(=O)N2CC3(C)CC2CC(C)(C)C3)c1 (stereo unspecified)	-7	0.6	3	0.0
COc1cccc(NS(=O)(=O)c2cc(C(=O)N3CCN(C)CC3)ccc2NCCc2ccc(OC)c(OC)c2)c1	-1	-0.5	-1	0.0
CN(C)c1ccc(-c2cc(C(N)=O)on2)cc1	-20	-0.8	7	0.0
Nc1ccc(C(=O)OCC(=O)NC2CCCCC2)cc1[N+](=O)[O-]	1	1.3	-5	-0.3
Cc1nn(CC(=O)Nc2ccc(Br)cc2F)c(=O)c2cccn12	2	0.8	11	0.1
Cc1ccc(NC(=O)Cc2c(O)c3ccccc3[nH]c2=O)cc1	-1	-0.6	-9	0.0
Cc1ccc(CN2C(=O)CSc3ccc(C(=O)N4CCC5(CC4)OCCO5)cc32)cc1	-9	-1.1	-7	0.0
O=C(CSc1nnc2ccccn12)Nc1ccc(Cl)cc1	-29	-0.3	16	0.1
COc1ccc(-c2nc(CS(=O)CC(=O)NCc3ccccc3OC)c(C)o2)cc1 (stereo unspecified)	9	1.2	7	0.0
Cc1ccc(C2CC(c3ccc(I)cc3)Nc3nnnn32)cc1 (stereo unspecified)	4	2.3	5	-0.1
COc1ccc(/C=N/NC(=O)c2cc(C)oc2C)c(OC)c1	-8	-2.4	15	-0.1
O=C(Cn1ncc2cccn2c1=O)NCC1CC1	-9	0.5	10	0.3
Cc1ccc(C(=O)NCC(=O)OCCCOc2ccc(F)cc2)s1	5	-0.4	11	0.5
Cc1cccc(N=C2NC(=O)/C(=C\c3ccc(O)c(Br)c3)S2)c1	-1	-1.2	-17	0.2
CCOC(=O)c1ccc(NC(=O)C(CC(C)C)N2C(=O)C3C4C=CC(C4)C3C2=O)cc1 (stereo unspecified)	8	-0.4	3	0.9
O=C(Oc1ccc(C2Oc3ccccc3C3CC(c4cccc5ccccc45)=NN32)cc1)c1ccccc1 (stereo unspecified)	-2	0.3	-11	-0.2
c1ccc(-c2ncn[nH]2)c(Nc2ccnc(Nc3ccc(N4CCOCC4)cc3)c2)c1	44*	1.2	0	-0.4
Cc1cc(N2CCC(C(=O)O)CC2)n2ncnc2n1	1	0.2	-1	0.3
CCOC(=O)c1c(NC(=O)C(C)Sc2nnc(CNC(=O)c3cccs3)n2-c2ccc(F)cc2)sc2c1CCC2 (stereo unspecified)	10	-0.6	-2	-0.1
Cc1cc([N+](=O)[O-])ccc1NC(=O)C1C2C=CC(C2)C1C(=O)O (stereo unspecified)	-2	-0.1	14	0.0
CC(C)Cn1c(SCC(=O)c2ccc(Cl)cc2)nc2c1c(=O)[nH]c(=O)n2C	1	-0.3	-13	-0.1
Cc1ccc(NC(=O)N2CCC(O)(c3cccnc3)CC2)cc1	-10	0.7	11	0.1
Cc1nc(CN2CCN(C(=O)Cn3nnnc3CN3CCC(C)CC3)CC2)cs1	4	2.3	6	0.1
Cn1c(CN2CCCC2)nc2cc(NC(=O)c3cccc(Br)c3)ccc21	-3	-0.7	-20	-0.1
CCNC(=S)N1CCC(NC(=O)c2cccc(OC)c2)CC1	6	0.8	-17	-0.1
CCOC(=O)CSc1nnc2c3c4c(sc3nc(C)n12)CCCC4	2	0.4	-6	0.1
CCOC(=O)c1c(NC(=O)c2cc(Cl)sc2Cl)sc(C)c1C	9	0.8	-1	-0.1
CC1(O)C2C3CC4C5C3C1C(O)(C5Br)C42 (stereo unspecified)	10	2.2	1	0.1
COc1cc(NC(=O)c2ccc3c(=O)n(C4CCCCC4)c(=S)[nH]c3c2)cc(OC)c1OC	-10	3.5	2	-0.1
CSc1nnc2c(n1)OC(c1ccc(C(C)C)cc1)Nc1ccccc1-2 (stereo unspecified)	10	1.2	-4	-0.2
O=C(Nc1ccc(O)c(-c2nc3cc(Cl)ccc3o2)c1)c1ccncc1	-3	0.5	-9	-0.1
CC(C)(C)C(=O)Nc1ccccc1C(=O)Nc1ccc(F)cc1	2	0.0	-7	0.0
CCCCN(C)CCCN(Cc1cccs1)C(=S)Nc1ccc(OC)cc1	7	-0.3	1	-0.1
CCN(CC)c1ccc(NC(=O)/C=C\c2ccccc2Cl)cc1	-30	-0.9	9	-0.2
COc1ccc(-c2nnc(SCC(=O)O)n2C)cc1OC	1	3.4	6	0.2
COC(=O)C(C)N1C(=O)S/C(=C/c2ccc(Cl)cc2)C1=O (stereo unspecified)	-16	0.2	-2	-0.1
CC(C)NC(=O)c1c[nH]c2ccc(S(=O)(=O)N(C)c3ccc(Cl)cc3)cc2c1=O	-2	0.5	10	-0.2
COCCCNc1ncnc2sc3c(c12)CCCC3	-5	0.9	-3	-0.2
NS(=O)(=O)c1ccc2nc(NC(=O)c3ccc(S(=O)(=O)N4CCCCC4)cc3)sc2c1	0	-0.3	10	-0.1
COc1cc(/C=C/c2[nH]c(=O)[nH]c(=O)c2[N+](=O)[O-])ccc1OC(C)C	-2	4.7	-15	-0.1
COc1cc(/C=C/C(=O)c2ccc(O)cc2)ccc1OCC#N	-11	-0.7	2	-0.1
CC(=O)c1cccc(NC(=O)CCS(=O)(=O)c2ccccc2)c1	-66	0.4	-5	0.0
COc1ccc(C2CC(c3cccs3)=NN2C(N)=S)cc1OC (stereo unspecified)	8	0.6	5	-0.1
Cc1ccc(-n2nc3c(c2NC(=O)c2ccc(F)cc2)CS(=O)(=O)C3)c(C)c1	6	-0.4	10	0.0
CC(=O)N(C1=C(N2CCN(C)CC2)C(=O)c2ccccc2C1=O)c1cccc(F)c1	88*	-1.5	-2	-0.1
CCCCC(=O)Nc1ccc(S(=O)(=O)Nc2nnc(CC)s2)cc1	1	0.7	3	0.1
CC(C)Nc1nc(-c2ccccc2)nc2ccccc12	5	-1.0	-5	0.1
Cc1ccc(-c2cc(C(F)(F)F)n3ncc(C(=O)NC4CCCCC4)c3n2)cc1	-5	-0.5	2	0.0
CC(C)n1cnc2c(NCCCN3CCCC3=O)nc(Cl)nc21	-5	0.6	18	0.2
CCOc1ccc2[nH]c(=O)c(CN(CCCO)S(=O)(=O)c3ccc(F)cc3)cc2c1	3	-1.1	6	0.2
Cc1ncn(-c2ccc(Nc3cc(-c4cnn(C(C)C)c4-c4ccc(F)cc4)ccn3)cc2)n1	-5	1.0	32	0.8
O=C(/C=C(\O)c1ccccc1)C(=O)NNC(=O)c1cccc([N+](=O)[O-])c1	6	1.0	17	-0.2
Cc1ccc2[nH]c(=O)c(NC(N)=O)nc2c1	-8	-0.4	3	-0.2
O=C(NC1CCS(=O)(=O)C1)c1cccc(Br)c1 (stereo unspecified)	-1	-0.4	-6	-0.1
Cc1ccc(C(C)C)c(OCC(O)CN2CCN(c3ccccn3)CC2)c1 (stereo unspecified)	-1	-1.6	8	0.0
O=C(/C=C1\NC2(CCCC2)Cc2ccccc21)Nc1cccnc1	1	0.6	11	-0.1
CCc1ccc(OCCOCC(O)CN2CCCC(C)C2)cc1 (stereo unspecified)	7	0.7	31	0.0

Screening results: PubChem, The Scripps Research Institute Molecular Screening Center
